Screens deposited in PubChem BioAssay by Sanford-Burnham Center for Chemical Genomics.
Apaf-1 inh: human Apaf-1 inhibition | inhibition, % at 20 µM | reconstituted apoptosome caspase-3 activity, DEVD-Rh110 fluorescence | actives 0.71% (n = 330,000) | O14727 | AID 489030; active = inhibition of at least 40% at 20 µM;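 also: plate controls were DMSO wells for no effect and DEVD-CHO caspase inhibitor wells for full effect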
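System – cell-free apoptosome with Apaf-1, procaspase-3 and caspase-9 · Buffer or medium – pH 7.5 Hepes buffer with CHAPS, BSA, DTT · Also added – cytochrome c with DEVD-Rh110 · Times – 30 min compound preincubation, 50 min activation, room temperature · Technique – Rh110 fluorescence intensity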
PfGluPho inh: PfG6PD (Plasmodium falciparum) enzyme inhibition; PfGluPho enzyme, NADPH resazurin-diaphorase fluorescence; inhibition, % at 20 µM; actives 0.78% (n = 350,000); AID 504690;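 active = inhibition reaching at least a set limit at 20 µM in the primary screen, cut at about 59% in these data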;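 also: 0% = DMSO wells with substrate and 100% = DMSO wells lacking glucose-6-phosphate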
NALP3 yeast inh: NALP3 inhibition in yeast; AID 2825; actives 0.39% (n = 330,000); inhibition, % at 10 µM; Yeast reconstituted NLRP3/ASC/caspase-1, beta-gal luminescence, 24 h;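 active = inhibition of 50% or more; inactive = inhibition below 50%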;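 also: plate controls were induced DMSO wells for no effect and uninduced yeast grown without galactose for full effect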
SENP6 inh: SENP6 protease inhibition; AID 2599; actives 1.8% (n = 330,000); inhibition, % at 10 µM; Q9GZR1; Recombinant SENP6 catalytic domain, aminoluciferin luminescence;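 active = inhibition above about 50% at the single tested dose, limit read from the data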;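 also: plate controls were DMSO wells with enzyme for no effect and DMSO wells lacking enzyme for full effect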
SENP8 block-1: inhibitors of human SENP8 protease. Q96LD8. purified SENP8, Z-RLRGG-aminoluciferin cleavage, luminescence. inhibition, % at 10 µM. actives 1.2% (n = 330,000). AID 2540; in the data active = inhibition above about 50%
HKDC1 inhibitor: blocks human hexokinase HKDC1 activity; recombinant HKDC1, G6PDH/diaphorase resazurin coupled fluorescence; inhibition, % at 20 µM; actives 0.16% (n = 340,000);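 active = inhibition above about 35% when tested at 20 µM, limit read from the data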;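 also: plate controls were DMSO wells with enzyme for no effect and DMSO wells lacking enzyme for full effect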
Target sequence (Q2TB90 whole entry, looked up): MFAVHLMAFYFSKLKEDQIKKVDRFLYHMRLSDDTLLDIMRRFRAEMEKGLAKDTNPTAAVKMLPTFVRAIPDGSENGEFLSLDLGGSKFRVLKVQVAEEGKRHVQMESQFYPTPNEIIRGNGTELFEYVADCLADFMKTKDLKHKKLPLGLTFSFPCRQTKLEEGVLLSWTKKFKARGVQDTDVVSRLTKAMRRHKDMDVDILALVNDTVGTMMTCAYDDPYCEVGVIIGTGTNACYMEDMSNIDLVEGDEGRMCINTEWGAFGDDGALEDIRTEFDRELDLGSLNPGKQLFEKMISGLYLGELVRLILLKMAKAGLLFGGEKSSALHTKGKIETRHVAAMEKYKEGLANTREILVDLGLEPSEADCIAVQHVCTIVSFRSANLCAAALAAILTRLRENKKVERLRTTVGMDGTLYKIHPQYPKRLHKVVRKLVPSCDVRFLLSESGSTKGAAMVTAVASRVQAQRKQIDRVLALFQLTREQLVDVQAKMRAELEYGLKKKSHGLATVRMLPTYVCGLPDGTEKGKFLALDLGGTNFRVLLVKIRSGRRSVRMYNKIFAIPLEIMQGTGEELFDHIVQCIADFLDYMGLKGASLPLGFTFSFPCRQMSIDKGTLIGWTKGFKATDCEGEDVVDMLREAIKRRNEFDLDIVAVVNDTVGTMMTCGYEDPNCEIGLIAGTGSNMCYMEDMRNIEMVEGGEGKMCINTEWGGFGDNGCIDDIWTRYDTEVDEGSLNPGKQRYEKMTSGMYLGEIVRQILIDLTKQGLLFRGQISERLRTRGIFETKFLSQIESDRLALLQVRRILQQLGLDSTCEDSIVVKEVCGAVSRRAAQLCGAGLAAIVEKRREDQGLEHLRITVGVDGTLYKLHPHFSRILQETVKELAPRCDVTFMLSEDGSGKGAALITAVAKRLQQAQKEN
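Test system: recombinant HKDC1 (HK5) hexokinase enzyme, produced in-house; Amount: enzyme 5 µg/mL final; Buffer or medium: Tris pH 8.0 buffer with MgCl2, Tween-20, BSA, BME; Reagent: glucose and ATP substrates; Doses: 20 µM test compound, 1% DMSO; Incubation: 90 min reaction incubation at room temperature, dark; Detection: resorufin fluorescence at 613 nm.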
SENP7 inh: blocks the human protease SENP7; Q9BQF6; inhibition, % at 5 µM; AID 434973; recombinant SENP7, Z-RLRGG-aminoluciferin luminescence, 40 min; actives 1.5% (n = 330,000);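 active = inhibition above about 50% at the single test dose, limit read from the data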;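 also: plate controls were DMSO with enzyme for no effect and no enzyme buffer wells for full effect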
SENP1 inh: inhibitors of human SENP1 SUMO protease catalytic domain. Q9P0U3. recombinant SENP1 catalytic domain, CyPet-SUMO1-YPet FRET cleavage. inhibition, % at 10 µM. actives 0.21% (n = 360,000). AID 624204;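 active = inhibition at least 30% at 10 µM, raw YFP signal under a set limit, fluorescence ratio 0.5 to 1.5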;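 also: 0% = enzyme with DMSO and 100% = no enzyme wells; some results filed as inactive read as strong as hits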
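material = recombinant human SENP1 catalytic domain, His6-tagged | quantity = 20 pM enzyme | reagent = 25 nM SUMO1 FRET substrate | compound dosing = 10 µM single point, 0.5% DMSO | timing = 50 min enzyme reaction, room temperature, light-protected | detection = FRET, CFP and YFP emission | control set = no-enzyme low, enzyme-DMSO high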
SENP8 block-2: blocks human SENP8 cleavage of Nedd8 substrate; recombinant SENP8, Nedd8 substrate fluorescence; AID 602440; actives 0.64% (n = 360,000); inhibition, % at 20 µM; in the data active = inhibition mostly above about 40%, no sharp cut-off; inactive = mostly below about 27%
Starred values were filed as active, the others as inactive; nt = not tested or not shown.

SMILES	Apaf-1 inh	PfGluPho inh	NALP3 yeast inh	SENP6 inh	SENP8 block-1	HKDC1 inhibitor	SENP7 inh	SENP1 inh	SENP8 block-2
CC(=O)Nc1ccc(NC(=O)C(C)OC(=O)/C=C/c2cccs2)cc1 (stereo not given)	-18	4	-8	-4	0	-2	-5	3	15
Cc1noc(NS(=O)(=O)c2ccc(N/C=C/C(=O)c3cccnc3)cc2)c1C	-2	-25	9	-5	-13	-6	-4	-11	-1
COC(=O)c1ccccc1N(C)S(C)(=O)=O	-3	4	-1	-4	-1	0	3	2	15
COc1ccc(NS(=O)(=O)c2ccc(N3CCOCC3)c(NC(=O)/C=C/C(=O)O)c2)cc1	nt	4	nt	nt	nt	-4	nt	0	11
O=C(CCc1ccccc1Cl)Nc1cc(S(=O)(=O)N2CCOCC2)ccc1N1CCCC1	nt	9	nt	nt	nt	-6	nt	-1	0
O=C(O)COc1ccc(/C=N/NC(=O)COc2nsnc2N2CCOCC2)cc1	-9	-6	4	-1	8	-7	-3	2	13
COc1ccc(NS(=O)(=O)c2ccc(NC(=S)NC(=O)c3cccc(F)c3)cc2)nn1	-5	-17	5	92*	85*	-5	80*	3	17
COC1C=CC=C(C)C(=O)NC2=CC(=O)C(N)=C(CC(C)CC(OC)C(O)C(C)C=C(C)C1OC(N)=O)C2=O (stereo not given)	nt	-40	nt	nt	nt	6	nt	1	57*
Cc1cc(C(F)(F)F)nc(SCC(=O)Nc2ccccc2)n1	1	-12	11	-28	-5	-6	-4	-2	15
CCCc1cc(=O)oc2c(C)c(OCC(=O)N3CCC[C@@H]3C(=O)O)ccc12	-4	-12	-6	-11	4	-4	1	0	-214
Cc1cc(C(=O)CSc2nnc(-c3ccco3)o2)c(C)n1C	-2	34	22	22	1	-2	-3	0	4
CCOc1cc(NC(=S)NCC(C)C)c(OCC)cc1NC(=O)c1ccco1	4	-6	16	9	-1	2	0	-4	-35
CCOC(=O)CNC(=O)c1cccs1	-1	0	-5	-4	-6	-7	6	1	4
COc1ccc(NC(C)=O)cc1NC(=O)CSc1nnc(-c2ccc(F)cc2)n1N	-3	-3	3	11	11	-5	3	-2	15
COc1cccc(-c2ncc3ccccc3c2COC(=O)c2cccc(Br)c2)c1	19	0	20	-14	-12	8	-5	-1	5
Cc1nc(C)c(C(=O)N(c2ccccc2F)C(C(=O)NCC2CCCO2)c2ccccc2)s1 (stereo not given)	9	-14	34	7	1	-4	7	2	4
O=C(NCc1ccco1)/C(=C\c1cccs1)NC(=O)c1cccs1	-6	9	19	-10	3	-13	-2	0	-4
CC1(C)C=Cc2c(ccc(-c3coc4cc(O)ccc4c3=O)c2O)O1	-10	nt	0	-8	-1	nt	2	nt	nt
Cc1cccc(NC(=O)CS(=O)(=O)c2cn(C)c3ccccc23)c1	8	34	-5	-9	-1	1	4	1	-1
Cc1ccc(C)c(NC(=O)c2cnc3n(c2=O)CCS3)c1	-2	-7	19	-5	-9	1	8	2	-9
Cc1nc2scc(-c3ccccc3)c2c(=O)n1/N=C/c1ccco1	13	-16	32	7	-1	0	-14	1	3
COc1ccc(-c2csc(NC(=O)C3CSC4(C)CCC(=O)N34)n2)cc1 (stereo not given)	3	-3	4	-2	-4	1	6	0	3
CCCOc1ccc(C2NC(=O)NC2=O)cc1 (stereo not given)	-6	-11	18	-6	13	-4	-5	-1	13
Cc1cc(Nc2ccc(C)c(C)c2)c2ccccc2n1	13	6	27	-6	-8	1	8	-1	-40
Cn1cc(CNC(=O)/C=C/c2ccc(Cl)cc2)cn1	0	17	12	-2	1	0	5	1	22

Remaining list, next part
SMILES	Apaf-1 inh	PfGluPho inh	NALP3 yeast inh	SENP6 inh	SENP8 block-1	HKDC1 inhibitor	SENP7 inh	SENP1 inh	SENP8 block-2
Cc1ccc(NC(=O)c2ncn[nH]2)cc1	-5	-5	-15	-4	-5	-6	-1	-1	8
COc1ccc2cc(/C(C)=N/NC(=O)c3cc(-c4cccnc4)nc4ccccc34)ccc2c1	-22	-15	-5	-5	8	-1	0	0	-369
Nc1cc(C(=O)OCC(=O)NNC(=O)c2ccccc2)ccc1Cl	0	-2	8	-1	-8	3	2	2	-423
Cc1cc2ccccc2n1CCNC(=O)C1CC1	-1	15	-5	-8	6	2	3	-32	-31
NC(=O)c1ccccc1NC(=O)NC1CCCCC1	-4	-12	4	-12	-12	0	-5	1	-16
CC1CCN(Cc2ccc(NC(=O)C3CCN(c4nnc(-n5cccc5)s4)CC3)cc2)CC1	31	20	18	-7	-9	-6	0	-2	13
COc1ccc(Cl)cc1N(CC(=O)N1CCC(C)CC1)S(C)(=O)=O	-1	-12	7	-11	-3	-2	-5	0	10
CS(=O)(=O)c1ccccc1-c1nnc(NC(=O)COc2ccc(Cl)cc2)o1	0	-19	5	-15	-2	-2	6	1	-471
COCC(=O)Nc1cc(C(=O)NCCc2ccccc2)ccc1Cl	-11	-10	15	4	-1	-10	0	2	6
C/C(=N\NC(=O)c1sccc1-n1cccc1)c1cccs1	7	23	18	6	1	-12	6	0	-8
Cc1noc(C)c1CSCC(=O)Nc1ccccc1N1CCCCC1	17	nt	6	2	1	nt	0	5	16
COc1ccc(NC(=O)CCCNC(=O)c2ccc(Cl)cc2)cc1S(=O)(=O)N1CCCCC1	nt	-16	nt	nt	nt	-5	nt	3	3
CCCCN(CC)CCCNC(=O)c1ccc2c(c1)N(CC)C(=O)c1ccccc1S2(=O)=O	8	-28	10	-25	-4	3	0	1	30
O=[N+]([O-])c1ccc(Oc2ccc(F)cc2Br)c2ccncc12	13	39	35	-1	-3	12	-4	0	19
COC(=O)c1c(-c2ccc(OC)cc2)oc2ccccc12	22	12	21	-19	-7	2	-10	3	-476
CCOC(=O)c1sc2ncn(/N=C/c3cccnc3)c(=O)c2c1C	16	0	21	-20	-5	-2	-11	1	3
N=C1C(=O)OCC1c1ccccc1NC(=O)CN1CCCCC1 (stereo not given)	-3	1	-16	5	3	-4	4	-29	-4
O=C(C1CC1)N1CCN(S(=O)(=O)c2ccc3c(c2)OCCO3)CC1	0	-7	5	2	1	5	6	1	7
Nc1nc(SCC(=O)Nc2ccc(F)cc2)[nH]c(=O)c1NC(=O)c1ccc(F)c(F)c1	-3	-16	10	2	-6	-2	-3	3	4
CC1CC2=C(NC(=S)NC2c2ccccc2F)/C(=C/c2ccccc2F)C1 (stereo not given)	23	52	4	-10	-13	7	-8	-48	-1
COc1ccc(NC(=O)N/C=C/c2ccccc2)cc1	-1	0	26	-16	-7	-4	4	1	10
Cc1nn(CC(=O)Nc2ccc3c(c2)nc(CN2CCCC2)n3C)c(=O)c2ccccc12	-6	-3	5	-36	-3	5	4	-21	-68
CC(OC(=O)Cc1n[nH]c(=O)c2ccccc12)C(=O)Nc1ccc(S(N)(=O)=O)cc1 (stereo not given)	-2	-2	15	-21	-1	-8	-11	2	12
O=C(COc1nc2ccccc2nc1N1CCOCC1)Nc1cccc(S(=O)(=O)N2CCCCC2)c1	5	12	11	6	1	0	6	-13	-48
Cc1ccc(-c2c[n+](CC(=O)N3c4ccccc4Sc4ccccc43)c3n2CCC3)cc1	11	-2	33	-7	-10	-11	-2	2	28

Following part:
SMILES	Apaf-1 inh	PfGluPho inh	NALP3 yeast inh	SENP6 inh	SENP8 block-1	HKDC1 inhibitor	SENP7 inh	SENP1 inh	SENP8 block-2
COc1ccc(CCNc2cc(C)[nH]c(=O)c2)cc1OC	0	6	4	-8	-4	-2	4	-1	19
O=C(NCCS(=O)(=O)NC1CCCCC1)c1ccc2c(c1)OCO2	-1	9	24	-7	-7	1	-11	0	18
O=C1CC(NNc2nc3ccccc3s2)C(=O)N1c1ccccc1 (stereo not given)	-14	-16	13	-8	-1	9	-5	2	14
CC(C)(C)n1nc2c(c1NC(=O)c1ccccc1S(=O)(=O)C(F)F)CS(=O)(=O)C2	1	13	-14	-8	1	-5	1	0	3
COc1cccc(C(=O)N(CN2CCCC2=O)c2cc(C)on2)c1	1	-7	6	-4	-5	4	-10	2	10
COC(=O)CCCC1=CC2=C(c3ccccc3)C(=O)C(C)(OC(=O)C3CCCC3)C(=O)C2=CN1C1CC1 (stereo not given)	17	14	-2	29	8	11	8	-16	-37
Cc1nn(S(=O)(=O)c2cccc([N+](=O)[O-])c2)c(C)c1Br	4	-6	21	-33	-7	-2	-1	3	5
Cc1ccc(S(=O)(=O)Nc2ccccc2C(=O)Nc2sccc2C(=O)NN(C)C)cc1	1	16	2	-20	-2	-3	7	-1	-172
COc1ccc(CCNC(=O)c2n[nH]c3ccccc23)cc1	-3	-4	6	-22	-4	-3	3	0	2
CS(=O)(=O)N(CC(=O)NC1CCCC1)C1CCCCC1	-8	9	26	-13	-3	-12	0	1	7
O=C(CN(C(=O)C1CSC(=O)C1)c1cccc(F)c1)NC1CCCC1 (stereo not given)	-2	-2	11	11	-8	-13	0	2	6
C#CC(=O)N(c1cccc(OC)c1)C(C(=O)NC1CCCC1)c1cccs1 (stereo not given)	9	-2	29	4	-1	25	-1	1	20
CCn1c(SCC(=O)NC2CCCCC2)nnc1C(CO)NC(=O)c1ccccc1 (stereo not given)	-22	-3	19	-12	-2	-7	10	0	10
Cn1cc(SCC(=O)Nc2nccs2)c2ccccc21	0	38	21	0	-11	-4	0	1	10
Cc1ccc(NC(=O)CN2C(=O)c3ccccc3C2=O)c(C)c1	-10	-2	20	21	5	-1	4	1	12
N=C1C(c2ccccc2)=C(O)CN1CCCO	-2	7	10	-6	-9	7	1	-2	16
Cc1ccc(C(=O)Nc2ccccc2-c2ccccc2)o1	0	4	29	-9	5	-3	7	-16	6
O=C(OCc1nnc(-c2ccccc2)o1)c1cc(F)c(F)cc1Cl	4	-2	-1	-6	-1	-1	8	1	21
CC1CC(C)CN(c2nc(NCc3ccco3)nc(N)c2[N+](=O)[O-])C1 (stereo not given)	7	-15	5	-13	1	-2	-1	3	20
CC1C[C@@]2(NC(=O)NC2=O)C(C)CN1C (stereo not given in full)	3	-6	6	13	-3	-7	5	-2	10
Cc1nn(C)c(C(=O)NC2C3CC4CC(C3)CC2C4)c1Cl (stereo not given)	-8	-4	35	-7	0	-11	7	0	5

5 entries drawn at random from the list so far, as already listed:
SMILES	Apaf-1 inh	PfGluPho inh	NALP3 yeast inh	SENP6 inh	SENP8 block-1	HKDC1 inhibitor	SENP7 inh	SENP1 inh	SENP8 block-2
COc1cccc(C(=O)N(CN2CCCC2=O)c2cc(C)on2)c1	1	-7	6	-4	-5	4	-10	2	10
COc1ccc(CCNc2cc(C)[nH]c(=O)c2)cc1OC	0	6	4	-8	-4	-2	4	-1	19
N=C1C(c2ccccc2)=C(O)CN1CCCO	-2	7	10	-6	-9	7	1	-2	16
CC1CC(C)CN(c2nc(NCc3ccco3)nc(N)c2[N+](=O)[O-])C1 (stereo not given)	7	-15	5	-13	1	-2	-1	3	20
Cn1cc(SCC(=O)Nc2nccs2)c2ccccc21	0	38	21	0	-11	-4	0	1	10
